CHRM4 PAM – CHRM4 positive allosteric modulation. CHO-K1 hM4/Gqi5, Fluo-8 calcium fluorescence, ACh EC20; 0% = ACh EC20, 100% = maximal ACh. 0.4% of 360,000 active. activation, % at 3 µM;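 active means activation above its plate's cutoff, the mean activation of sample wells plus 3 SD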; further: some results filed as inactive read as strong as hits
Target sequence (P08173 whole entry, looked up): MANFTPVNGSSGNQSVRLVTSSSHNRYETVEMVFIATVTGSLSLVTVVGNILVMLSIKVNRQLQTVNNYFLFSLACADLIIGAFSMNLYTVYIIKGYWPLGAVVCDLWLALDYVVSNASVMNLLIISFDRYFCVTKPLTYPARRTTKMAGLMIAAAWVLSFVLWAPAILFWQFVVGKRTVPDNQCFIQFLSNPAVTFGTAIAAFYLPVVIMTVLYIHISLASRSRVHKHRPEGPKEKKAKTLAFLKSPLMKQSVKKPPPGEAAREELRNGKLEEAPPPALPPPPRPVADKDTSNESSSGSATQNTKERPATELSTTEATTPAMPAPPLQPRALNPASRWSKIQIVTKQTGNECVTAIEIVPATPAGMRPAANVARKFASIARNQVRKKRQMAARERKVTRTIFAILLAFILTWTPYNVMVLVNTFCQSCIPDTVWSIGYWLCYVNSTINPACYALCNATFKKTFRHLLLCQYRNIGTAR
M5 antag – blocks acetylcholine activation of human M5 receptor; P08912; CHO-hM5 cells, Fluo-8 calcium fluorescence, ACh EC80; inhibition, % at 3 µM; 0.59% of 360,000 active; AID 624040;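 active means inhibition above a per-plate cutoff, the mean of that plate's test compounds plus 3 SD, cut at about 27% in these data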;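 further: 0% = acetylcholine EC80 with DMSO and 100% = DMSO without agonist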
Target sequence (P08912 whole entry, looked up): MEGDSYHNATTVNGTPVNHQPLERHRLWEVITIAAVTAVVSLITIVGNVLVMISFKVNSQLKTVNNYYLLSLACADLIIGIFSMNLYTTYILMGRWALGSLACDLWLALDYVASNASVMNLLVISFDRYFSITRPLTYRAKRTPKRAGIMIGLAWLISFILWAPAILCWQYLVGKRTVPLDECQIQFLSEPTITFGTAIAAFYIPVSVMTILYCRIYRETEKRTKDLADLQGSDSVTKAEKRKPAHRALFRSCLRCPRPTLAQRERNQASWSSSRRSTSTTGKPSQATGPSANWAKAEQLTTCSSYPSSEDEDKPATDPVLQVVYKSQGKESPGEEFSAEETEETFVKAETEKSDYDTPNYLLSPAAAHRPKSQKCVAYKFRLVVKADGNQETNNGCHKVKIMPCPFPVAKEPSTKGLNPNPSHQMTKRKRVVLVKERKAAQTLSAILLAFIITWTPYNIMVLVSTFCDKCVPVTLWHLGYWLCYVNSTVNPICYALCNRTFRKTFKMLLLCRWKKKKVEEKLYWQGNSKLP
CRFR2-BP antag – CRF-BP/CRF-R2 complex antagonism; 0.59% of 350,000 active; HEK293 CRF-R2/CRF-BP, CRF-induced calcium fluorescence; inhibition, % at 11.8 µM;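 active means inhibition of the ligand-induced calcium signal above about 50% at the single tested concentration, limit read from the data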
M5 PAM – positive allosteric modulators of human muscarinic M5 receptor. P08912. CHO-K1 hM5, Fluo-8 calcium, ACh EC20 PAM; 0% = ACh EC20, 100% = ACh EC100. activation, % at 3 µM. 0.3% of 360,000 active;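 active means activation above the run cutoff, the mean activation of all test compounds plus 3 SD, cut at about 18% in these data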
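Replicates: One well per compound, no replicates | System: Human M5 receptor in CHO-K1 cells | Benchmarks: Low control EC20 acetylcholine (0%), high control EC100 acetylcholine (100%) | Probe or stimulus: Acetylcholine, EC20 level | Times: Fluo-8 loading 80 min at 37 °C plus 30 min room temperature | Signal: Intracellular calcium via Fluo-8 fluorescence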
TAAR1 antag – human TAAR1 antagonism; Q96RJ0; CHO RD-HGA16 TAAR1, Fluo-8 calcium fluorescence, antagonist; inhibition, % at 3 µM; 1.5% of 360,000 active;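 active means inhibition above a per-plate cutoff, the mean inhibition of test compounds on that plate plus 3 SD, cut at about 49% in these data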;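 further: 0% = DMSO plus EC80 beta-PEA response and 100% = DMSO alone without agonist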
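System: RD-HGA16 CHO cells with stable hTAAR1 and Gα16 | Probe or stimulus: EC80 β-phenethylamine stimulus | Dosing: 3 µM, single point | Times: Dye loading 75 min at 37 °C, then 30 min room temperature | Measured by: Fluo-8 calcium-sensitive fluorescence | Read-out basis: % inhibition of agonist calcium response | Replicates: n of 1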
CHRM5 agonist – agonists of human muscarinic M5 receptor (CHRM5). 0.19% of 360,000 active. AID 624037. activation, % at 3 µM. CHO-K1 hM5 cells, Fluo-8 calcium fluorescence; 0% DMSO wells, 100% maximal acetylcholine response;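 active means activation above the run's mean over test compounds plus 3 SD, cut at about 23% in these data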;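 further: signal is peak over basal fluorescence ratio across the kinetic read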
CRFBP-R2 agonist – CRF-BP/CRF-R2 complex agonism | activation, % at 13.2 µM | 0.46% of 350,000 active | HEK293 CRF-R2/CRF-BP, calcium dye fluorescence (FLIPR); percent of saturating CRF peptide response;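 active means activation of at least 50%, plus an integration ratio under a set limit after plate pattern correction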;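 further: plate controls were neutral control wells without compound for no effect and CRF at EC100 for full effect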
CHO-K1 Ca PAM – M1 PAM counterscreen hit in parental CHO-K1 cells; ATP EC20, Fluo-8 calcium fluorescence; 0% at ATP EC20, 100% at ATP max; activation, % at 3 µM; 0.02% of 360,000 active; AID 602247;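 active means activation above the run cutoff, the mean activation of all test compounds plus 3 SD, cut at about 40% in these data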;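 further: peak over basal fluorescence ratio in a 140 s read after ATP addition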
TAAR1 agonist – agonists of human TAAR1 | CHO RD-HGA16 TAAR1, Fluo-8 calcium fluorescence; vehicle wells 0%, saturating PEA agonist 100% | activation, % at 3 µM | 0.99% of 360,000 active;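 active means activation above the mean activation of all test compounds in the run plus 3 SD, cut at about 38% in these data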
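Signal – calcium-sensitive Fluo-8 signal, excitation 470-495, emission 515-575 nm · System – RD-HGA16 (CHO) cells co-expressing Gα16 and hTAAR1 · Incubation – 17-24 h seeding, 75 min 37 °C dye, 30 min RT · Compound dosing – 3 µM single concentration · Repeats – no replicates (n 1)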
The depositor's hits bear a star; . = not tested or not shown.

molecule,TAAR1 antag,CHRM4 PAM,CHO-K1 Ca PAM,CHRM5 agonist,CRFR2-BP antag,M5 antag,CRFBP-R2 agonist,TAAR1 agonist,M5 PAM
Cc1c(Cl)cccc1NC(=O)CN(C1CCCCC1)S(C)(=O)=O,-19.2,-1.1,-3.2,-3.6,-2.7,12.8,-1.4,1.1,-2.2
Cc1c(Cl)cccc1N1C(=O)CC(NNC(=O)c2cccs2)C1=O (stereo not given),-14.5,11.8,-6.7,2.9,-8.6,10.2,-3.0,2.9,-2.3
CCOC(=O)CSc1nc2cc3c(cc2cc1C#N)OCCO3,1.8,6.8,17.1,-1.7,-12.8,-2.7,2.6,2.7,11.3
O=C(CSc1nnc(-c2ccccc2)n1Cc1ccccc1)N1CCCC1,1.1,1.8,14.0,-0.9,6.3,-3.0,-0.7,9.4,2.5
Cc1onc(-c2ccccc2)c1C(=O)Nc1nncs1,-2.8,4.2,7.5,0.1,1.5,0.1,-1.5,-0.3,3.6
COc1ccc(NC(=O)CSc2nc3ccccc3nc2N2CCCC2)c(OC)c1,-23.1,4.9,19.0,0.7,-19.0,-2.6,1.2,1.7,-1.7
Nc1cc(N2CCCC2)ccc1[N+](=O)[O-],9.3,-2.2,10.8,2.6,32.5,0.4,-7.0,-0.6,4.5
CCOC(=O)c1cc(C#N)c(Nc2ccc(C)cc2)nc1C(F)(F)F,-16.9,3.2,9.9,-1.8,-12.7,4.4,1.4,5.0,-4.4
Cn1cnnc1SCc1ccccc1Br,2.0,12.1,19.7,-2.0,0.3,-3.1,-0.2,4.3,3.1
NC(=O)C1CCN(C(=O)C2CCN(C(=O)Nc3ccccc3)CC2)CC1,-0.8,-0.1,13.7,1.9,17.2,4.1,-1.4,3.8,-0.6
CCC(=O)NC(=S)NNC(=O)COc1ccc(Br)cc1,-9.6,0.8,18.2,-3.6,-1.9,3.1,-0.6,0.8,-4.5
CCc1cccc(CC)c1NC(=O)c1cccc(NC(=O)c2ccccc2)c1,14.5,-8.7,4.1,-1.0,18.2,6.2,-3.1,5.3,-12.8
C[C@@H]1CN([C@H](C)CO)C(=O)CCCn2nncc2CO[C@H]1CN(C)S(=O)(=O)c1ccc2c(c1)OCCCO2,-9.8,2.2,14.8,1.3,6.7,4.7,-1.0,0.6,-7.0
CSCCC(NC(=O)c1ccco1)C(=O)OCC(=O)N1c2ccccc2NC(=O)C1(C)C (stereo not given),-13.6,7.5,4.8,0.4,-1.6,7.2,-1.0,13.1,6.5
Cc1ccnc2nc(C(=O)OCCOc3ccccc3)nn12,9.6,2.6,9.7,-1.3,1.4,4.3,-3.1,2.7,-11.6
CN1CCN(c2ncnc3c2ncn3[C@H]2CN(Cc3ccccc3)C[C@@H](CO)O2)CC1,2.4,6.1,8.6,0.0,.,-7.6,.,0.4,1.3
O=S(=O)(c1ccc2c(c1)OCCO2)N1CCC(c2nc3ccc(Cl)cc3[nH]2)CC1,25.2,-5.7,-12.3,0.4,-56.7,8.3,0.5,33.3,-15.1
CCN(CC)C(=O)[C@H]1C[C@H](CC(=O)NCCCN(C)C)C(=O)N2CCc3c([nH]c4cc(-c5ccco5)ccc34)[C@]12C,-12.0,-3.0,1.1,0.2,1.4,1.4,0.4,2.4,-1.9
COc1ccc(NS(=O)(=O)c2cccc(C(=O)NCC(c3ccccc3)N(C)C)c2)cc1 (stereo not given),-1.9,-3.6,6.1,-7.9,-9.1,1.2,2.4,10.8,-5.0
COC(=O)C1(C(C[N+](=O)[O-])c2ccco2)C(=O)NCC1c1ccccc1 (stereo not given),-19.6,-7.6,4.7,-0.2,-2.3,-0.2,6.5,1.6,5.1
CCC1CCCCN1C(=O)Cn1c(C(=O)OC)cc2sc(Cl)cc21 (stereo not given),2.9,2.8,14.4,-0.2,15.5,-1.5,-0.7,7.9,1.7
Cc1nc(SCC(=O)NC2CCCC2)[nH]c(=O)c1C,5.3,-2.5,13.9,-1.0,-0.8,3.0,2.9,-2.5,9.6
COC(=O)C(Cc1ccccc1)NC(=O)CNC(=O)c1ccccc1OC (stereo not given),13.2,-0.7,-14.1,1.3,10.8,-10.0,-1.6,-2.0,1.9
O=C(CCN1C(=O)C2CC=CCC2C1=O)Nc1cccc(S(=O)(=O)N2CCCCC2)c1 (stereo not given),0.7,2.6,7.5,0.9,-3.1,4.0,0.8,8.6,1.6
CCN1CCN(c2nc3ccccc3nc2C(C#N)C(=O)OCc2ccccc2)CC1 (stereo not given),0.5,5.1,12.2,-4.0,-26.4,-6.9,4.8,1.9,0.5
O=C(O)c1ccccc1NC(=S)NC(=O)c1cccc2ccccc12,11.0,6.7,24.7,-2.2,21.3,-4.0,2.0,6.6,5.5
COc1ccc(-c2ccc(C(=O)Nc3ccc(Cl)cc3)c3occc23)c(C)c1,5.1,-3.6,5.1,-0.5,.,6.2,.,1.1,-5.9
O=C(Cn1cc(S(=O)(=O)Cc2cccc(F)c2)c2ccccc21)N1CCOCC1,-11.4,0.3,19.2,-3.4,-9.8,9.4,0.3,5.0,-6.4
CN1CCc2c(sc(NC(=O)c3ccc(S(=O)(=O)N4CCCC4)cc3)c2C(N)=O)C1,-5.7,1.1,16.2,0.3,-36.3,1.4,28.2,1.2,-1.4
CCOC(CNC(=O)c1ccc2nc(N3CCC(C)CC3)sc2c1)OCC,4.7,-1.6,16.4,-10.1,5.0,0.5,1.1,1.2,-3.5
COCC(=O)Nc1nnc(COc2ccc(Cl)cc2)s1,-12.5,-2.9,26.3,0.0,-5.5,-0.5,-1.3,1.9,1.9
CCN1CCN(c2cc(C)c3cc(NC(=O)CCC(=O)Nc4ccc(OC)c(OC)c4)ccc3n2)CC1,-28.7,-3.5,5.3,-2.7,9.5,7.0,-0.8,9.4,0.6
CCOC(=O)c1c(C)[nH]c(C(=O)OCc2ccccc2F)c1C,1.0,2.7,-19.0,-3.8,-6.0,3.0,0.0,-3.6,3.1
C[C@@H]1CN([C@@H](C)CO)C(=O)CCCn2nncc2CO[C@H]1CN(C)C(=O)c1ccc2ccn(C)c2c1,-15.8,5.5,10.6,1.2,4.9,-8.7,-0.3,2.0,3.9
Cc1c(O)nc(SCC(=O)Nc2ccc3c4c(cccc24)CC3)n(-c2ccccc2)c1=O,2.7,-0.2,24.6,-2.3,-9.1,2.2,0.1,2.2,2.3
Cc1ccc(C(=O)COC(=O)CNC(=O)c2cccs2)cc1,11.7,-4.2,13.7,-4.4,0.7,-4.2,-1.9,4.3,-2.4
CCCOC(=O)c1ccc(NC(=O)CN(C)Cc2cccs2)cc1,-1.9,-11.4,12.7,-6.0,-6.9,8.7,-0.7,0.4,0.6
CCC(C)N1CC23C=CC(O2)C(C(=O)OC)C3C1=O (stereo not given),-9.0,1.4,8.1,4.4,14.9,1.0,-1.2,0.7,1.1
CC(C)(C)CN1CCN(Cc2nc(-c3ccc(F)cc3)cs2)CC1CCO (stereo not given),5.6,-12.6,4.8,-4.0,-5.6,-12.7,1.7,11.3,-7.6
Cn1c2c(sc1=O)CCC2,2.1,3.5,-2.0,2.5,7.0,10.5,3.5,-0.2,1.5
CCN(CC)c1ccc(NC(=O)Cn2cc3c(n2)CCC(C)C3)c(C)c1 (stereo not given),-19.0,3.9,6.2,-2.1,-25.8,-2.4,-4.3,-2.4,-3.3
Cn1c(=O)c2c(SCc3ccccn3)nc(C3CC3)nc2n(C)c1=O,-1.4,-7.0,10.4,1.5,-4.9,-2.9,-0.7,-1.1,-4.6
CC(C)C[C@H]1CNC(=S)N1CC1CCN(CCC23CC4CC(CC(C4)C2)C3)CC1,-37.7,-16.1,24.2,-3.4,-8.2,49.2*,0.3,18.6,-19.5
COC(=O)COc1ccc2cccc(-n3cnnn3)c2c1,-8.4,1.9,7.2,-0.3,0.5,6.3,0.1,-0.7,2.0
COc1ccc(-n2c(SCC(=O)NC3CC3)nc3ccccc3c2=O)cc1OC,-9.0,5.3,9.2,-1.4,9.1,10.0,-1.8,5.5,-5.9
O=C(COC(=O)c1cccc(S(=O)(=O)N2CCCCC2)c1)NC1CCCc2ccccc21 (stereo not given),2.6,0.6,15.9,-0.6,4.2,-1.9,1.4,0.1,3.0
O=C(NCc1cccnc1)c1cc(C2CCCN(S(=O)(=O)c3cccc4cccnc34)C2)on1 (stereo not given),8.4,1.2,22.5,-0.7,.,-5.8,.,-0.2,3.5
CCOC(=O)C1CCN(c2nc(-c3ccc(C)cc3)nc3ccccc23)CC1,-53.1,-10.5,13.4,-4.8,-2.8,9.1,2.6,-0.5,-6.7
N#Cc1c([N+](=O)[O-])cc([N+](=O)[O-])cc1S(=O)(=O)Cc1ccccc1,45.2,-1.9,-1.8,9.7,-13.7,21.2,-0.4,48.0*,0.1
COC1=Nc2ccccc2/C=C\c2ccccc21,-27.8,3.1,7.2,-3.5,33.3,-1.5,-0.8,6.3,-4.3
COC1=C/C(=C/c2c(O)c(C#N)c3ccccn23)C=CC1=O,-26.9,5.5,17.0,2.9,2.0,-11.0,5.3,2.0,14.1
Cn1nnc(NC(=O)c2cccc(OCc3ccccc3)c2)n1,-13.0,6.2,20.0,-1.8,-8.6,-0.4,0.1,3.9,1.4
Cc1nn(-c2ccccc2)c(C)c1NC(=O)CCl,-8.4,8.4,0.4,1.1,12.3,3.3,-1.7,-0.1,-1.3

Among those listed so far, 6 have an aryl methoxy group:
molecule,TAAR1 antag,CHRM4 PAM,CHO-K1 Ca PAM,CHRM5 agonist,CRFR2-BP antag,M5 antag,CRFBP-R2 agonist,TAAR1 agonist,M5 PAM
COc1ccc(NC(=O)CSc2nc3ccccc3nc2N2CCCC2)c(OC)c1,-23.1,4.9,19.0,0.7,-19.0,-2.6,1.2,1.7,-1.7
COc1ccc(NS(=O)(=O)c2cccc(C(=O)NCC(c3ccccc3)N(C)C)c2)cc1 (stereo not given),-1.9,-3.6,6.1,-7.9,-9.1,1.2,2.4,10.8,-5.0
COC(=O)C(Cc1ccccc1)NC(=O)CNC(=O)c1ccccc1OC (stereo not given),13.2,-0.7,-14.1,1.3,10.8,-10.0,-1.6,-2.0,1.9
COc1ccc(-c2ccc(C(=O)Nc3ccc(Cl)cc3)c3occc23)c(C)c1,5.1,-3.6,5.1,-0.5,.,6.2,.,1.1,-5.9
CCN1CCN(c2cc(C)c3cc(NC(=O)CCC(=O)Nc4ccc(OC)c(OC)c4)ccc3n2)CC1,-28.7,-3.5,5.3,-2.7,9.5,7.0,-0.8,9.4,0.6
COc1ccc(-n2c(SCC(=O)NC3CC3)nc3ccccc3c2=O)cc1OC,-9.0,5.3,9.2,-1.4,9.1,10.0,-1.8,5.5,-5.9

Compound activity as filed in PubChem BioAssay.
